# Screening data as filed in PubChem BioAssay.
# VEEV TC-83 Vero: inhibitors of VEEV TC-83 cytopathic effect, confirmation, Vero cells (AID 588727) | Vero cells, VEEV TC-83 cytopathic effect inhibition; higher % means a stronger effect | one-dose inhibition, % at 20 µM; IC50 in µM for titrated hits | 0.13% of 350,000 active; in the data active = a potency from the dose series; inconclusive = inhibition mostly from about 14% at the one dose, without a potency; inactive = the rest, 99 in 100 with inhibition below about 12%; also: strong numbers were not always called active
# tuberculosis growth: growth inhibition of non-replicating M. tuberculosis (AID 488890) | Mycobacterium tuberculosis non-replicating, growth inhibition; higher % means a stronger effect | inhibition, % at 25 µM, or IC50 in µM where a hit was titrated | 0.39% of 320,000 active; in the data active = a potency from the dose series; inconclusive = inhibition mostly from about 82% at the one dose, without a potency; inactive = the rest, 99 in 100 with inhibition below about 76%;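 also: plate controls were DMSO cells for no effect and high antibiotic wells for full effect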
# H37Rv inhibition: M. tuberculosis growth inhibition, HTS (AID 449762). M. tuberculosis H37Rv growth inhibition, 7H9 media; higher % means a stronger effect. one-dose inhibition, % at 25 µM; IC50 in µM for titrated hits. 0.59% of 330,000 active; in the data active = a potency from the dose series; inconclusive = inhibition above about 70% without an active follow-up result;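 also: bacterial growth assessed after seven days of incubation; strong numbers were not always called active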
# H1N1 NS1A inhibition: H1N1 influenza NS1A inhibitors, functional cell based assay (AID 504329); NS1A functional cell-based assay, percent inhibition; higher % means a stronger effect; inhibition, % at 12.5 µM; hits with a dose series show IC50 in µM; 0.3% of 340,000 active; in the data active = a potency from the dose series; inconclusive = inhibition above about 27% without an active follow-up result; also: strong numbers were not always called active
# Salmonella PhoP GFP: PhoP regulon inhibitors, Salmonella typhi PhoP promoter GFP reporter, confirmatory (AID 1850); Salmonella Typhi PhoP-promoter GFP reporter, fluorescence, 4 h; higher % means a stronger effect; inhibition, % at 50 µM, or IC50 in µM where a hit was titrated; 0.33% of 310,000 active; in the data active = a potency from the dose series; inconclusive = inhibition mostly from about 25% at the one dose, without a potency; inactive = the rest, 99 in 100 with inhibition below about 19%;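 also: 0% = induced wells with vehicle and 100% = uninduced wells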
# VEEV TC-83 Vero 10K pilot screen: further read-out of VEEV TC-83 Vero, marked with its call; inhibition, %; measured here: 10K pilot screen inhibition
# The depositor's hits bear a star; i = inactive; ? = inconclusive; / = not tested or not shown. An unsorted share of the library (roughly 1.5% active in at least one column).
SMILES,VEEV TC-83 Vero,tuberculosis growth,H37Rv inhibition,H1N1 NS1A inhibition,Salmonella PhoP GFP,others
CC1CCCCN1C(=O)CSc1nnc(-c2cccs2)o1 (stereo unspecified),i,36%,-4%,4%,2%,
CCOC(=O)C1=C(C)NC2=C(C(=O)CCC2)C1c1ccc(N(C)C)cc1 (stereo unspecified),0.5%,8%,-4%,1%,-3%,
COc1ccccc1N1CCN(S(=O)(=O)c2cccc(F)c2)CC1,0.5%,10%,-7%,6%,-21%,
O=C1CC(Sc2ccc(Cl)cc2)C(=O)N1c1ccc2c(c1)OCCO2 (stereo unspecified),1.7%,57%,-1%,-1%,2%,
COc1cc(/C=C/C(=O)O)cc(S(=O)(=O)N(C)CCO)c1OC,0.8%,7%,-9%,-4%,-2%,
Cc1cc(/C=N\O)c(C)n1-c1ccncc1,2.3%,-8%,-9%,2%,6%,
CSc1ccccc1NC(=O)CN(C)S(=O)(=O)c1ccc(F)cc1,0.9%,4%,-2%,18%,11%,
CCCN(C#N)c1nc(NCC)nc(NC(C)C)n1,2.6%,13%,3%,-5%,10%,
CC(=O)Nc1ccc(S(=O)(=O)NC(C)C(=O)NCC(c2ccco2)N(C)C)cc1 (stereo unspecified),0.4%,/,/,-4%,/,
Cc1cc(C(=O)OC(C(=O)Nc2ccc(C)c(Cl)c2)c2ccccc2)c(C)o1 (stereo unspecified),i,9%,3%,2%,-15%,
O=S(=O)(c1cccc(-c2n[nH]c(=S)n2Cc2ccccc2)c1)N1CCOCC1,8.4%,-3%,-4%,0%,-2%,
O=c1cc(-c2ccccc2)nc2nc(-c3ccco3)[nH]n12,0.8%,21%,18%,5%,24%,
NC(=O)C1CCN(C(=O)NC2CC(=O)N(c3ccc4c(c3)OCCO4)C2)CC1 (stereo unspecified),3.3%,/,-1%,-11%,2%,
CCOC(=O)N1CCN(C(=O)c2ccc3c(=O)n(CCC4=CCCCC4)c(=O)[nH]c3c2)CC1,0.9%,35%,?,3%,5%,
Cc1c(C(=O)N(C)CCOc2ccccc2)oc2c(Cl)cccc12,6.8%,60%,2%,-9%,/,
CCOCc1nnc(NC(=O)CSc2ccccc2)s1,1.4%,15%,-1%,2%,0%,
O=C(N/N=C/C=C\c1ccccc1[N+](=O)[O-])c1cccnc1,0.6%,/,1%,9%,5%,
COc1ccc(NC(=O)c2oc3ccccc3c2NC(=O)c2ccc3c(c2)OCO3)cc1,9.1%,20%,-1%,1%,0%,
N/C(=N\OC(=O)N1CCOCC1)c1ccc(Br)cc1,i,29%,-6%,3%,19%,VEEV TC-83 Vero 10K pilot screen=0.6
COc1ccc(OCC(=O)N(Cc2ccco2)C2CCS(=O)(=O)C2)cc1 (stereo unspecified),1.3%,-17%,4%,/,1%,
CC(NC(=O)COC(=O)C1=COCCO1)C12CC3CC(CC(C3)C1)C2 (stereo unspecified),0.3%,31%,?,1%,-2%,
COc1ccccc1OCCCOc1cccc(/C=C2\SC(=O)NC2=O)c1,1.0%,57%,22%,-6%,4%,
COc1ccc(CCn2c(=N)c(C(=O)NCc3ccco3)cc3c(=O)n4ccccc4nc32)cc1OC,12%,/,/,3%,/,
COc1cccc(C(=O)NNC(=O)C(=O)N2CCCCC2)c1,0.2%,0%,11%,-2%,-9%,VEEV TC-83 Vero 10K pilot screen=0.7

# Gathered by group: the compounds so far with fluorine (2)
SMILES,VEEV TC-83 Vero,tuberculosis growth,H37Rv inhibition,H1N1 NS1A inhibition,Salmonella PhoP GFP,others
COc1ccccc1N1CCN(S(=O)(=O)c2cccc(F)c2)CC1,0.5%,10%,-7%,6%,-21%,
CSc1ccccc1NC(=O)CN(C)S(=O)(=O)c1ccc(F)cc1,0.9%,4%,-2%,18%,11%,

# 15 structures out of the list, ordered by heavy-atom count, ascending:
SMILES,VEEV TC-83 Vero,tuberculosis growth,H37Rv inhibition,H1N1 NS1A inhibition,Salmonella PhoP GFP,others
Cc1cc(/C=N\O)c(C)n1-c1ccncc1,2.3%,-8%,-9%,2%,6%,
N/C(=N\OC(=O)N1CCOCC1)c1ccc(Br)cc1,i,29%,-6%,3%,19%,VEEV TC-83 Vero 10K pilot screen=0.6
CCOCc1nnc(NC(=O)CSc2ccccc2)s1,1.4%,15%,-1%,2%,0%,
CC1CCCCN1C(=O)CSc1nnc(-c2cccs2)o1 (stereo unspecified),i,36%,-4%,4%,2%,
COc1cccc(C(=O)NNC(=O)C(=O)N2CCCCC2)c1,0.2%,0%,11%,-2%,-9%,VEEV TC-83 Vero 10K pilot screen=0.7
COc1cc(/C=C/C(=O)O)cc(S(=O)(=O)N(C)CCO)c1OC,0.8%,7%,-9%,-4%,-2%,
Cc1c(C(=O)N(C)CCOc2ccccc2)oc2c(Cl)cccc12,6.8%,60%,2%,-9%,/,
O=C1CC(Sc2ccc(Cl)cc2)C(=O)N1c1ccc2c(c1)OCCO2 (stereo unspecified),1.7%,57%,-1%,-1%,2%,
CCOC(=O)C1=C(C)NC2=C(C(=O)CCC2)C1c1ccc(N(C)C)cc1 (stereo unspecified),0.5%,8%,-4%,1%,-3%,
COc1ccccc1OCCCOc1cccc(/C=C2\SC(=O)NC2=O)c1,1.0%,57%,22%,-6%,4%,
NC(=O)C1CCN(C(=O)NC2CC(=O)N(c3ccc4c(c3)OCCO4)C2)CC1 (stereo unspecified),3.3%,/,-1%,-11%,2%,
CC(=O)Nc1ccc(S(=O)(=O)NC(C)C(=O)NCC(c2ccco2)N(C)C)cc1 (stereo unspecified),0.4%,/,/,-4%,/,
COc1ccc(NC(=O)c2oc3ccccc3c2NC(=O)c2ccc3c(c2)OCO3)cc1,9.1%,20%,-1%,1%,0%,
CCOC(=O)N1CCN(C(=O)c2ccc3c(=O)n(CCC4=CCCCC4)c(=O)[nH]c3c2)CC1,0.9%,35%,?,3%,5%,
COc1ccc(CCn2c(=N)c(C(=O)NCc3ccco3)cc3c(=O)n4ccccc4nc32)cc1OC,12%,/,/,3%,/,

# Reprinted at random: 2 entries already listed.
SMILES,VEEV TC-83 Vero,tuberculosis growth,H37Rv inhibition,H1N1 NS1A inhibition,Salmonella PhoP GFP,others
CC(NC(=O)COC(=O)C1=COCCO1)C12CC3CC(CC(C3)C1)C2 (stereo unspecified),0.3%,31%,?,1%,-2%,
N/C(=N\OC(=O)N1CCOCC1)c1ccc(Br)cc1,i,29%,-6%,3%,19%,VEEV TC-83 Vero 10K pilot screen=0.6

# (cont.)
SMILES,VEEV TC-83 Vero,tuberculosis growth,H37Rv inhibition,H1N1 NS1A inhibition,Salmonella PhoP GFP,others
COc1ccc(N2CCN(Cc3nc4c(c(=O)n(C)c(=O)n4C)n3Cc3cccc(C)c3)CC2)cc1,5.1%,14%,9%,0%,-6%,
CCOc1cc(NC(=S)NCc2ccco2)c(OCC)cc1NC(=O)C1CC1,2.0%,36%,3%,0%,-3%,
CC1CCCC(NC(=O)c2ccc(COc3ccccc3)o2)C1C (stereo unspecified),1.1%,44%,16%,-15%,12%,
COc1ccc(OCC(O)CNC(=O)c2cccs2)cc1 (stereo unspecified),1.3%,-10%,0%,-20%,-3%,
CCCN(CC(=O)c1cc(C)n(C)c1C)S(=O)(=O)c1cccc(C(F)(F)F)c1,0.7%,34%,2%,-5%,1%,
Cc1nc2ccccc2nc1OCc1cccc([N+](=O)[O-])c1,0.6%,4%,-6%,-1%,3%,
CC(C)N(C(=O)CSc1nc2c([nH]1)c(=O)n(C)c(=O)n2C)c1ccccc1,5.2%,/,4%,-1%,-4%,
O=C(N/N=C/c1cccc2cccnc12)[C@H]1C[C@@H]1c1ccccc1,2.6%,i,19µM*,3%,1%,
Cc1ccc(C(=O)c2c[nH]cc2-c2ccccc2)cc1,0.9%,9%,-3%,5%,5%,
CON(C)S(=O)(=O)c1cccc(C(=O)Nc2cccc(S(=O)(=O)NC3=NCCCCC3)c2)c1,11%,/,/,-19%,/,
Cc1cc(C)c(OCC(=O)Nc2ccc3c(c2)OCO3)cc1C,1.1%,0%,-11%,-6%,0%,
CC(C(=O)Nc1cc([N+](=O)[O-])ccc1Cl)N1CCN(c2ccccc2O)CC1 (stereo unspecified),12%,65%,34%,-1%,-6%,
Cc1ccc(OCCNC(=O)CNC(=O)c2ccc3c(c2)OCO3)cc1,2.4%,-18%,-10%,-9%,-2%,
O=c1c(Cl)c(N2CCOCC2)cnn1-c1nc2ccccc2[nH]1,1.8%,-8%,1%,-12%,13%,
Cc1noc(C)c1S(=O)(=O)N1CCCC(C(=O)NCc2ccccn2)C1 (stereo unspecified),i,-2%,-10%,3%,-2%,
COc1ccccc1CC(=O)NC1CCC(C)CC1 (stereo unspecified),i,4%,9%,-4%,-9%,
COc1ccc(C(=O)CC(=O)C(=O)Nc2ccc(OC)c(Cl)c2)cc1,2.1%,4%,67%,15%,-2%,
CCOC(=O)c1sc2ccccc2c1OC(=O)c1ccc(C)cc1,9.9%,25%,?,-4%,20%,
COc1ccc(-c2n[nH]c(=S)n2CC(C)C)cc1,i,6%,-17%,-4%,10%,
O=C(CSc1ccc(F)cc1)NC1CCCCC1,i,?,7%,4%,5%,
CCOc1ccc(S(=O)(=O)N2CCCC(C(=O)N3CCOCC3)C2)cc1 (stereo unspecified),i,-4%,1%,17%,-1%,
OC(c1ccccc1)c1ccncc1 (stereo unspecified),0.4%,-5%,-5%,8%,-6%,
O=[N+]([O-])c1ccc(N=NN(CCO)CCO)cc1,i,-26%,-4%,4%,-3%,
c1csc(CNc2nc3ccccc3n2CCN2CCOCC2)c1,0.5%,-1%,-2%,-3%,-5%,
COc1ccc(CNC(=O)CCc2cc(OC)c(OC)c(OC)c2)cc1,1.0%,-10%,2%,-7%,-1%,
O=C(CN(C(=O)CNS(=O)(=O)c1ccccc1)C1CCCC1)NCC1CCCO1 (stereo unspecified),i,-1%,0%,-9%,9%,
COCc1ccc(C(=O)N2CCCC(CNC(=O)c3ccc(F)cc3)C2)o1 (stereo unspecified),1.5%,-8%,-6%,18%,-4%,
CCOc1ccc(C(=O)NCC(=O)OCC(=O)Nc2ccccc2OCC)cc1,1.4%,11%,8%,5%,6%,
N#Cc1c(-c2ccccc2)ccnc1N1CCOCC1,i,9%,-6%,-8%,4%,
CN(CCOc1ccc(Br)cc1)C(=O)CNC(=O)c1ccc2ccccc2c1,1.5%,52%,?,10%,-23%,
COC(=O)CC(NC(=O)c1cccs1)c1ccc(OC)c(OC)c1 (stereo unspecified),i,-2%,3%,-9%,2%,
COc1ccc(NC(=O)c2cccnc2)cc1,0.8%,25%,-3%,-1%,-8%,
CCOC(=O)/C(C#N)=C/c1cn(CCC(=O)O)nc1-c1ccc(Br)cc1,1.2%,11%,5%,6%,4%,
COc1cccc(NC(=O)c2ccc3snnc3c2)c1,8.9%,32%,2%,-9%,12%,
O=C(CCN1C(=O)c2ccccc2S1(=O)=O)NCc1ccccc1Cl,4.7%,/,/,-3%,/,
CC1CCCN(Cc2nc3c(c(=O)n(C)c(=O)n3C)n2CCCc2ccccc2)C1 (stereo unspecified),10%,2%,5%,5%,-16%,
CCc1ccc(NC(=O)CSc2nnc(-c3cnccn3)n2C)cc1,i,11%,?,0%,6%,
Cc1c(C#N)c(O)n(CCO)c(=O)c1N=Nc1ccc2c(c1)COC2=O,0.6%,0%,-2%,10%,0%,
O=C(CSc1nnc(CNC(=O)c2c(F)cccc2Cl)o1)Nc1ccccc1,2.6%,9%,-7%,3%,-6%,
Cc1ccc(CN(C(=O)c2ccco2)C2CCS(=O)(=O)C2)cc1 (stereo unspecified),0.3%,7%,-3%,-8%,-6%,
Cc1nn(-c2cccc([N+](=O)[O-])c2)c(N)c1-c1ccccc1,3.2%,-4%,0%,6%,1%,
N#Cc1cc([N+](=O)[O-])ccc1N1CCCC1,i,-4%,-5%,6%,-4%,
Cc1c(-c2ccccc2)oc2c(C(=O)N3CCN(c4ccc([N+](=O)[O-])cc4)CC3)cccc2c1=O,6.9%,69%,-8%,2%,-9%,
O=C(NCCCn1ccnc1)c1nn2c(C(F)(F)F)cc(-c3ccccc3)nc2c1Cl,7.2%,36%,9%,-10%,-12%,
